Screening results: PubChem BioAssay, several laboratories
Dynein transport: inhibitors of GR-EGFP nuclear translocation, primary screen, dynein cargo transport inhibitor project, imaging, high-content, 3617.4 mouse cells. test concentration mostly 20 µM; stimulated with dexamethasone, 1 µM; active compounds read low. z-score, hits read low. actives 0.47% (n = 220,000). AID 1381, 2008;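 active means plate z-score of nuclear minus cytoplasmic receptor signal below a set negative limit, without overly bright fluorescence or cell loss, cut at about -3.5 in these data, passing the limit was not always enough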;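 further: z-score of nuclear minus cytoplasmic ring GR-EGFP intensity difference per well; some compounds called inactive have numbers as strong as hits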
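Also added: dexamethasone, 1.0 µM final. Medium: tet-free, stripped-serum medium. Detection: fixed, Hoechst-stained cells imaged at 10x for EGFP. Read-out: nuclear-to-cytoplasmic GR-EGFP distribution per well. Times: induction 48 h, compound 1 h, agonist 30 min.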
T cell modulator: modulators of CD8 T cell-vesicle binding, primary screen, mouse 2C CD8+ T cells, flow cytometry | actives 0.068% (n = 330,000) | AID 2052, 2009 | calls only at 7 µM | 2C CD8+ T cell-vesicle binding; active compounds read low;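 active means response, share of CD8 T cells binding vesicles, and their 90th percentile fluorescence all below set limits, cut at about 80% in these data, passing the limit was not always enough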
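Also added: QL9-peptide-loaded Drosophila micro-vesicles bearing Ld, ICAM-1 and B7-1; Test system: purified 2C TCR transgenic mouse naive CD8+ T cells; Measured by: cytometric PE anti-B7-1 and Alexa647 anti-CD8 signals after 1% paraformaldehyde fixation; Timing: binding step 1.5 h, 37 °C, antibody labelling 20 min, ice.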
MT stabilize HCS: microtubule stabilizers in HeLa cells, primary screen, imaging, high-content imaging; HeLa tubulin immunostaining HCS, 24 h; share of cells brighter than vehicle mean+2SD; % tubulin-high responders, % at 10 µM; actives 0.83% (n = 200,000);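 active means plate Z-score above 3 for both tubulin-high and condensed-nucleus cell shares, with cell loss under 80%, at 10 µM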;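 further: anti alpha tubulin signal scored within the nucleus-defined area of each cell; some results filed as inactive read as strong as hits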
TNAP activators: human TNAP enzyme activators, primary screen, biochemical, luminescent, no phosphate acceptor, uHTS (AID 1001). purified TNAP, luminescent activation assay, no phosphate acceptor; higher activation fold means a stronger effect. activation fold at 20 µM; hits with a dose series show EC50 in µM. actives 0.03% (n = 200,000). Alkaline phosphatase, tissue-nonspecific isozyme (Homo sapiens); in the data active means activation fold from about 3, or a potency from the dose series; inactive means the rest, 99 in 100 with activation fold below about 1.6; further: many of its hits are not listed in these tables
Myeloid diff 2: induction of myeloid progenitor differentiation, primary screen, cell-based, flow cytometry, MLPCN library | actives 1% (n = 360,000) | ER-HoxA9 myeloid progenitors, lysozyme-GFP differentiation | calls only at 10 µM | AID 624256, 2012;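 active means normalized GFP-positive differentiation at or above the plate's own cutoff, the solvent-only control mean plus 3 SD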;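 further: cells exposed to compound for four days before flow analysis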
Ins promoter up: insulin promoter activators in MIN6 cells, imaging, high-content screening, mouse beta cells | MIN6 insulin promoter-GFP reporter; active compounds read high | z-score at 5 µM | actives 0.3% (n = 190,000);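 active means z-score above 3 at 5 µM with at least 500 cells counted in the well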
human PMI inhibition: inhibitors of human PMI, primary screen, biochemical, fluorescence intensity, coupled assay (AID 1209) | purified PMI enzyme, coupled fluorescence intensity; higher % means a stronger effect | inhibition, % at 20 µM; hits with a dose series show IC50 in µM | Mannose-6-phosphate isomerase (Homo sapiens) | actives 0.42% (n = 190,000); in the data active means inhibition above about 50%;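 further: plate controls were DMSO vehicle for no effect and wells lacking substrate for full effect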
Lipid droplet: inhibitors of hepatocyte lipid droplet formation, primary screen, imaging, high-throughput imaging, BODIPY stain | AML12 mouse hepatocytes, oleate lipid droplets | inhibition, % at 6.5 µM | actives 0.4% (n = 240,000) | AID 1656, 2009;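 active means lipid droplet intensity inhibited by at least 50%, with more than 500 cells counted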
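Material – mouse AML12 hepatocyte cell line, fixed after treatment · Compound dosing – one dose, 6.5 µM compound · Times – compound with oleate, overnight · Measured by – Image-based BODIPY and DAPI two-channel analysis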
b-catenin transl: modulators of beta-catenin nuclear translocation, primary screen, imaging, HeLa cells, immunofluorescence, high-content; nuclear translocation activity, % at 5 µM; actives 0.3% (n = 190,000);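 active means nuclear translocation activity above 50% at 5 µM, with a well cell count of 50 or more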;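 further: per-cell ratio of nuclear to cytoplasmic median beta-catenin stain intensity; plate controls were DMSO negative control for no effect and GSK-3 inhibitor IX positive control for full effect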
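Read-out: Nuclear/cytoplasmic beta-catenin signal ratio, % activation | Assay system: Human HeLa cell line | Times: 24 h compound exposure at 37°C, 5% CO2 | Signal: Fluorescence imaging of beta-catenin antibody stain plus DAPI | Dosing: 5 µM primary, 0.02–20 µM confirmation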
Dynein transport cytoplasmic EGFP: also measured in Dynein transport; calls as there; z-score; measured here: cytoplasmic GR-EGFP intensity; active compounds read high
Dynein transport nuclear GR-EGFP: further read-out of Dynein transport, marked with its call; z-score; measured here: nuclear GR-EGFP intensity;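 lower value marks the stronger effect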
Dynein transport cell count: recorded beside Dynein transport, whose call it bears; z-score; measured here: cell count per field
Ins promoter up cell count: second read-out of Ins promoter up, no call of its own (marks repeat the call); cell count; measured here: cytotoxicity, nuclei count;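 total cells summed across four imaged fields per well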
Lipid droplet cells 6.5 µM: further read-out of Lipid droplet, marked with its call; cell count; measured here: cell count, cytotoxicity flag;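 cells counted across two imaged fields per well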
b-catenin transl cell count 5 µM: also measured in b-catenin transl; calls as there; cell count; measured here: cell count, cytotoxicity flag
T cell modulator vesicle-bound %: also measured in T cell modulator; calls as there; double positive events, %; measured here: CD8+ vesicle-bound cell fraction;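 binding gate set so that unloaded-vesicle control wells show 10% double positive cells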
MT stabilize HCS Hoechst-high %: recorded beside MT stabilize HCS, whose call it bears; % Hoechst-high responders; measured here: nuclear condensation Hoechst responders;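 share of cells brighter than vehicle mean plus two SD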
MT stabilize HCS cytotoxicity %: recorded beside MT stabilize HCS, whose call it bears; toxicity, %; measured here: cytotoxicity by cell density;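 0% = mean cell density of plate MIN control wells and 100% = no cells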
Myeloid diff 2 GFP+ MAC1+ %: recorded beside Myeloid diff 2, whose call it bears; GFP+ MAC1+ double positive, %; measured here: differentiation confirmed by MAC1 staining
Active calls of the source: *; i = inactive; nt = no result given; + = active, no number.

structure,Dynein transport,Dynein transport cytoplasmic EGFP,Dynein transport nuclear GR-EGFP,Dynein transport cell count,T cell modulator,T cell modulator vesicle-bound %,MT stabilize HCS,MT stabilize HCS Hoechst-high %,MT stabilize HCS cytotoxicity %,TNAP activators,Myeloid diff 2,Myeloid diff 2 GFP+ MAC1+ %,Ins promoter up,Ins promoter up cell count,human PMI inhibition,Lipid droplet,Lipid droplet cells 6.5 µM,b-catenin transl,b-catenin transl cell count 5 µM
CCOC(=O)c1[nH]c(C)c(C(=O)N(C)C)c1C,-0.42,-0.18,0.038,-0.36,i,44,2.1,1.7,22,1.1,i,6.2,0.9,1256,2%,1,730,nt,nt
O=C(CCN1C(=O)/C(=C\c2ccccc2)SC1=S)NNC(=O)c1cccnc1,2.8,0.11,2,-1.8,i,37,3.9,2.7,14,1.6,i,0.3,0.03,1417,10%,7,649,-0.8,1132
COc1ccc(NC(=O)Nc2c(C)n(C)n(-c3ccccc3)c2=O)cc1,-0.13,-0.15,0.049,-0.001,i,41,2.2,1.9,1.5,1,i,1.5,0.25,1979,14%,-8,546,-0.8,1102
CCOc1ccccc1/C=C/C(=O)c1ccc(Cl)cc1,0.12,-0.15,-0.12,-0.96,i,28,3.2,1.9,4.6,1.2,i,1.1,nt,nt,23%,-4,669,0.7,920
CCOc1ccc(NC(=S)N(CCOC)C(C)c2cccnc2)cc1 (stereo not drawn),0.45,-0.24,0.36,-0.36,i,22,2.0,1.5,7.7,1.1,i,1.4,0.05,1274,-3%,-1,686,-0.2,1108
Cc1ccc(C(=O)C2OC(=O)C(C)(C)C(=O)C2(C)C)cc1 (stereo not drawn),0.49,-0.4,0.1,-0.074,i,52,2.5,2.0,19,1,i,2.6,0.97,904,12%,-1,818,0.8,1087
Cc1ccc(/C=N/NC(=S)NC(C)C)o1,-0.073,-0.24,-0.027,0.16,i,27,3.5,3.4,2.6,1.1,i,0.2,-0.17,934,0%,9,822,-4.8,1266
CCCCNC(=O)OCC(CC)NC(=O)OC(C)C (stereo not drawn),-0.25,-0.38,0.19,0.3,i,48,3.0,1.7,11,1.1,i,1.0,0.29,1398,-12%,nt,nt,-9.8,1074
COc1ccc(S(=O)(=O)Nc2ccccc2C(=O)NCc2ccco2)cc1Br,-0.075,-0.22,0.3,-0.011,i,38,8.1,26,96,1.2,i,0.6,-0.22,1231,9%,2,811,-4.3,1212
S=C(NCc1ccncc1)NC1CCCC1,0.72,-0.24,0.77,-0.4,i,69,3.1,1.7,8.4,1.1,i,0.3,-0.11,1614,-9%,15,712,-1.4,1006
c1ccc(-c2noc(CC3CCCCC3)n2)nc1,3.3,-0.048,2.6,-1.8,i,17,3.5,1.2,12,1.1,i,0.0,0.09,1516,1%,8,570,-1.1,1045
COc1cc(NC(=O)C2CCCN2C(=O)C2CCC(C)CC2)cc(OC)c1OC (stereo not drawn),-1.1,-0.23,-0.38,0.3,i,30,5.0,2.5,7.1,1.1,i,3.7,1.4,1553,9%,-30,497,-3.8,1094
O=C(NC1CCCCC1)c1ccccc1NC(=O)C1CC(=O)N(c2ccc(Cl)cc2)C1 (stereo not drawn),-0.53,0.17,0.045,-0.66,i,34,2.3,2.0,4.8,1.1,i,0.4,nt,nt,12%,0,749,0.8,380
COc1ccccc1NC(=O)Nc1ccccc1Br,-0.87,-0.28,-0.24,0.12,i,58,3.0,1.1,1.6,1.1,i,0.5,0.48,1466,9%,-10,717,-2.4,1026
Cc1cc(Cl)ccc1OCC(=O)Nc1ccccc1N1CCOCC1,-0.59,-0.2,-0.47,-0.16,i,38,2.4,1.8,4.1,1.1,i,0.6,nt,nt,18%,-20,679,-0.7,1121
CC1(C)C(=O)OC(c2c(F)c(F)c(F)c(F)c2F)C2(CCCCC2)C1=O (stereo not drawn),-0.034,-0.2,-0.14,0.53,i,27,2.8,1.6,2.8,1,i,0.9,-0.49,1189,11%,-29,800,-0.3,1030
Cc1ccc(OP(=O)(Nc2c(C)n(C)n(-c3ccccc3)c2=O)Oc2ccc(C)cc2)cc1,0.93,-0.2,1,-1.3,i,64,1.6,1.4,5.9,1.1,i,0.3,-0.08,1436,3%,-8,574,0.8,972
C/C(Cc1ccccc1)=N\NC(=O)CNC(=O)c1ccc2c(c1)OCCO2,-0.37,-0.28,-0.29,0.18,i,24,nt,nt,nt,nt,i,1.4,0.84,1052,nt,11,692,-0.2,1306
COCCN1C(=O)N[C@@H](c2ccco2)C(C(C)=O)=C1C,0.23,-0.29,0.41,0.32,i,12,5.6,1.9,4.5,1.1,i,2.3,-0.04,1265,-3%,-4,742,nt,nt
COc1ccc(-n2c(SCC(=O)c3ccc[nH]3)nnc2-c2ccccc2)cc1,2.1,0.41,2.3,-1.5,i,25,3.3,2.2,7.8,1.1,i,1.0,-0.34,1253,-6%,13,703,-1.9,549
Cc1noc(C)c1S(=O)(=O)Nc1ccc(C(=O)NC2CCCCCC2)cc1,-0.59,-0.21,-0.045,0.68,i,41,2.8,2.0,2.9,1.1,i,0.6,-0.58,1439,1%,nt,nt,-1.8,927
CCSc1nnc(NC(=O)C(C)(C(F)(F)F)C(F)(F)F)s1,0.43,0.028,0.6,-0.51,i,35,5.7,3.7,9.8,1,i,0.8,nt,nt,-14%,2,661,-1.4,1005
O=C(NCc1ccccc1)NC1(C(=O)N2CCOCC2)CCCCC1,-0.59,-0.026,-0.073,0.44,i,28,2.6,4.6,5.4,1.2,i,1.4,0.82,1286,-3%,nt,nt,-4.0,962
C=CCn1cnc2c(nnn2-c2ccc(Cl)cc2)c1=O,-0.96,-0.2,-0.47,0.44,i,48,2.6,2.9,4.9,1.1,i,0.2,1.3,1167,-6%,-2,686,-1.9,1084
O=C(CSc1nc2ccc([N+](=O)[O-])cc2[nH]1)NC1CCCCCC1,-0.41,-0.27,0.079,-0.12,i,21,4.0,3.1,8.5,0.9,i,0.3,-1.2,1411,1%,17,623,2.0,1129
O=C(CNCCO)N1CCc2ccccc21,2.2,0.46,1.5,-2,i,44,2.9,2.1,8.6,0.9,i,0.9,-0.27,1419,-1%,nt,nt,-1.1,1299
Cc1ccc(/C=C/C(=O)Nc2nccs2)o1,1.3,-0.24,0.7,-1,i,3,4.6,3.4,3.4,1.1,i,0.7,-0.01,1342,-10%,6,638,-1.4,1142
C[C@@H]1C=C(C(=O)N2CCN(Cc3ccc4c(c3)OCO4)CC2)O[C@H](OCCCCO)C1,-1.4,0.58,-0.4,0.29,i,27,3.1,0.8,6.9,1,i,0.8,0.31,1453,16%,-6,698,0.9,1005
O=C(NCCCCc1ccccc1)c1ccccc1,-0.44,-0.15,-0.22,-0.094,i,39,1.9,1.8,2.4,1.2,i,0.4,-1,1158,-15%,-2,685,-0.3,1129
CCOc1ccccc1C(=O)Nn1c(C2CCC2)nc2ccccc2c1=O,-1,-0.29,-0.38,0.42,i,14,1.8,1.2,6.2,1,+,14*,0.52,1361,17%,-28,784,1.1,953
Cc1ccccc1C(=O)Nc1ccccc1,-0.59,0.12,-0.24,0.4,i,40,2.2,2.1,6.0,1.1,i,0.5,-0.66,1285,9%,0,765,-4.9,1267
FC(F)(F)c1cnc(N2CCC(=NOCc3ccc(Cl)cc3)CC2)c(Cl)c1,0.95,-0.11,1.3,-0.023,i,42,2.5,1.4,1.8,1,i,4.0,-0.4,1635,3%,nt,nt,-1.2,1315
COc1ccc(N2C(=O)C(Cl)=C(Nc3ccc(OC)cc3OC)C2=O)cc1,1.1,0.036,0.99,-0.57,i,38,2.7,1.8,8.1,1.1,i,0.5,0,1297,-15%,0,673,-1.2,1119

Some of these compounds in order of molar mass, ascending.
structure,Dynein transport,Dynein transport cytoplasmic EGFP,Dynein transport nuclear GR-EGFP,Dynein transport cell count,T cell modulator,T cell modulator vesicle-bound %,MT stabilize HCS,MT stabilize HCS Hoechst-high %,MT stabilize HCS cytotoxicity %,TNAP activators,Myeloid diff 2,Myeloid diff 2 GFP+ MAC1+ %,Ins promoter up,Ins promoter up cell count,human PMI inhibition,Lipid droplet,Lipid droplet cells 6.5 µM,b-catenin transl,b-catenin transl cell count 5 µM
C=CCn1cnc2c(nnn2-c2ccc(Cl)cc2)c1=O,-0.96,-0.2,-0.47,0.44,i,48,2.6,2.9,4.9,1.1,i,0.2,1.3,1167,-6%,-2,686,-1.9,1084
COc1ccccc1NC(=O)Nc1ccccc1Br,-0.87,-0.28,-0.24,0.12,i,58,3.0,1.1,1.6,1.1,i,0.5,0.48,1466,9%,-10,717,-2.4,1026
C[C@@H]1C=C(C(=O)N2CCN(Cc3ccc4c(c3)OCO4)CC2)O[C@H](OCCCCO)C1,-1.4,0.58,-0.4,0.29,i,27,3.1,0.8,6.9,1,i,0.8,0.31,1453,16%,-6,698,0.9,1005
